p53 reactivation: qHTS assay for re-activators of p53 using a Luc reporter; H1299 p53-A138V BP100-luciferase reporter, luminescence, 24 h; Potency, µM (doses to about 92.2 µM), without a hit: top-dose activity change, positive = activation, most hits filed as activators; 320,000 tested, 0.063% active; note: potency is the fitted concentration of half-maximal effect; % of control where 0% means no effect; nearly all actives have a fitted effect of over 45% in size
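H1299 (p53-null), stable ts p53-A138V + BP100-Luc; 1000 cells/well, Opti-MEM/10% FBS; cpd 4 pt, 1:5; 24 h, 37 deg C, 5% CO2; detection reagent 10 min RT; luminescence.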
B2AR arrestin: qHTS assay of beta-arrestin-biased ligands of beta2-adrenergic receptor; Beta-2 adrenergic receptor (Homo sapiens), P07550; Potency, µM (titrated, usually from 46.1 µM), for inactives: at the top dose activation, actives largely listed as activators; beta-arrestin recruitment to beta2AR, cell-based reporter; 330,000 tested, 0.02% active; AID 492947, 2010;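 note: potency is the fitted concentration of half-maximal effect; 0% = DMSO controls and full agonism = EC100 isoproterenol or metaproterenol; nearly all actives have a fitted effect of over 65% in size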
A-T KAP1 phos: qHTS Assay for Identifying a Potential Treatment of Ataxia-Telangiectasia; AID 485349, 2010; Potency, µM (series often up to 57.5 µM), without a hit: at the highest dose activation, hits mostly activators; […] A-T fibroblasts, KAP-1 phosphorylation AlphaLISA; neocarzinostatin DNA damage 30 min before lysis; 320,000 tested, 0.19% active; note: potency is the fitted concentration of half-maximal effect; % of control where 0% means no effect; nearly all actives have a fitted effect of over 45% in size
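hTERT-immortalized A-T patient fibroblasts ([…]), 500 cells/well in OPTI-MEM, 1% FBS, got compounds for 60 min, then NCS for 30 min at 37C. Lysates were then assayed for phospho-KAP-1 by AlphaLISA (anti-pKAP1 donor, anti-KAP1 acceptor beads), 6 hr at 25C.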
ELG1 repair inh: qHTS screen for small molecules that inhibit ELG1-dependent DNA repair in human embryonic kidney (HEK293T) cells expressing luciferase-tagged ELG1. HEK293T ELG1-luciferase reporter, luminescence, 16 h; DNA damage induced by 5-fluorouridine. Potency, µM (titrated, usually from 46.1 µM), without a hit: at the top dose activity change, negative = inhibition, usual class: inhibitors. 330,000 tested, 2.3% active. AID 504467, 2011; note: potency is the fitted concentration of half-maximal effect; % is set by controls: 0 for no effect and ±100 for the full control effect; nearly all actives have a fitted effect of over 55% in size
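Overnight (16 hr) co-exposure of 2,000 cells/well to 5-fluorouridine and compound at 37 °C preceded detection. Luciferase was quantified via ONE-Glo luminescence; loss of signal denotes inhibition.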
PTAP TSG101 blk: qHTS Assay for Iinhibitors of HIV-1 Budding by Blocking the Interaction of PTAP/TSG101 | Tumor susceptibility gene 101 protein (Homo sapiens), Q99816 | Fluorescence polarization, FITC-PTAP peptide / Tsg101 binding | Potency, µM (highest dose often 115 µM), without a hit: at the highest dose activity change, negative = inhibition, actives largely listed as inhibitors | 340,000 tested, under 10 active | AID 493005, 2010; active = well fitted inhibition curve with a large enough effect in the main read-out, with a control signal flat, not every such curve was filed as active; inconclusive = small, poorly fitted or top-dose-only effect, or effect the other way, or a change in a side signal; inactive = no such curve, though single readings can be large or run the other way; note: potency is the fitted concentration of half-maximal effect; % of control where 0% means no effect
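FP read-out: FITC-PTAP peptide, 50 nM final, binding Tsg101 binding domain, 10 uM final; 20 min, r.t.; 10 mM HEPES pH 7.5, 0.15 M NaCl, 0.01% Tween 20, 3 mM EDTA, 0.1 mM TCEP.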
CXXC DNA block: qHTS Fluorescence Polarization Assay for Inhibitors of MLL CXXC domain - DNA interaction | Histone-lysine N-methyltransferase 2A (Homo sapiens), Q03164 | MLL-CXXC / FITC-HOXA9 DNA fluorescence polarization | Potency, µM (highest dose often 115 µM), without a hit: at the top dose activity change, negative = inhibition, actives largely listed as inhibitors | 290,000 tested, 0.037% active; active = well fitted inhibition curve with a large enough effect in the polarisation, with a control signal flat, not every such curve was filed as active; inconclusive = small, poorly fitted or top-dose-only effect, or effect the other way, or a change in a side signal; inactive = no such curve, though single readings can be large or run the other way; the % refers to the polarisation; note: potency is the fitted concentration of half-maximal effect
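Steps: dispense CXXC domain solution (7 uM) → pin compounds or unlabeled HOX-A9 DNA control → 5 min ambient → add FLSN-HOX-A9 solution (50 nM) → spin → 30 min ambient → fluorescence polarization. Tris pH 7.5/NaCl/DTT/BSA buffer.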
TRPV1 ag: HTS Assay for Compounds that Act as Agonists of the Vanilloid Receptor 1; 320,000 tested, 0.19% active; AID 540275, 2011; activation, % at 8.33 µM; TRPV1-expressing cells, Fluo-8 calcium influx, agonist mode; Transient receptor potential cation channel subfamily V member 1 (Homo sapiens), Q8NER1; in the data active = activation above about 80%; inconclusive = between about 30% and that limit; note: 0% is about no effect
Target sequence (Q8NER1 whole entry, looked up): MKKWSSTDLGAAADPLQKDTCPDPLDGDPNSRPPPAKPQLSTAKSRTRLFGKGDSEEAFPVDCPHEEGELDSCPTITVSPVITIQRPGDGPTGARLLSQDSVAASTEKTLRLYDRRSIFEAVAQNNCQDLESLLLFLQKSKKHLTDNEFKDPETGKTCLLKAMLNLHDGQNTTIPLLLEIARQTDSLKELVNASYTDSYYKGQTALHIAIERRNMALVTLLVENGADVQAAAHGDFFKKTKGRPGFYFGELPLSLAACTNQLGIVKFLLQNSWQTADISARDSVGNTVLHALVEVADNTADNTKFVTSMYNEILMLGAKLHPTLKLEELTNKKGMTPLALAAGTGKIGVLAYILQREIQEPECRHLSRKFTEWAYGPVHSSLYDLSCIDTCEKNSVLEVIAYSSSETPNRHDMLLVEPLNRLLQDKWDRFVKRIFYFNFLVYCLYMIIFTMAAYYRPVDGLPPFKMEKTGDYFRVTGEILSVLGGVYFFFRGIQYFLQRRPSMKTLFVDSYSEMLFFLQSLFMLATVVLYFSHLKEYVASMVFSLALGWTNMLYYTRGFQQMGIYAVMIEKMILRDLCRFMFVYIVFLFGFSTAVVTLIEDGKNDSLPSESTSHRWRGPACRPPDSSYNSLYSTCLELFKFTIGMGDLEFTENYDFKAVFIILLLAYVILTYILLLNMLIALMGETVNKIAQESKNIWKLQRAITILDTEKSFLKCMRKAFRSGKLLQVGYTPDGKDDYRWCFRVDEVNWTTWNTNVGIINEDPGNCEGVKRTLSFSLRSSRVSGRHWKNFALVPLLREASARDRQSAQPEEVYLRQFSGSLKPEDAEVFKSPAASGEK
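TRPV1-expressing cells were cultured overnight at 35.5C and loaded with Fluo-8 calcium dye for 40 to 90 min at room temperature. After a 10 s baseline, compound was added and calcium influx was read kinetically for 3 min (ex 480/em 520 nm).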
TCR activator: Activators of T cell receptors: qHTS campaign; primary human leukocytes, anti-CD3, IL-2 HTRF, 48 h; Potency, µM (highest dose often 9.22 µM), for inactives: top-dose activation of IL-2 secretion, most hits filed as activators; 330,000 tested, under 10 active; AID 504894, 2011; note: % of control where 0% means no effect
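Primary human leukocytes receive a-CD3 beads and test compound and are incubated 48 hr. Secreted IL-2 is then assayed by HTRF, measuring 665nm acceptor emission after 320nm excitation of the europium donor.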
a7 integrin act: qHTS for Activators of Integrin-Mediated Alleviation for Muscular Dystrophy | alpha7betagal myoblasts, beta-gal FDG fluorescence, 48 h | Potency, µM (doses to about 38.3 µM), for the others: at the top dose activation, hits mostly activators | 350,000 tested, 0.064% active | AID 624291, 2012;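 note: potency is the fitted concentration of half-maximal effect; 100% = response of the positive control SU9516; nearly all actives have a fitted effect of over 60% in size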
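Alpha7betagal+/- myoblasts (passage 13) were plated 16-24 hr, then exposed to compounds (1:260 dilution of DMSO stock) for 48 hours at 37C. After MPER lysis, β-galactosidase reporter activity was read as FDG fluorescence (ex 480/em 540) after 30 minutes.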
BRCA1 expr up: qHTS Assay to Identify Small Molecule Activators of BRCA1 Expression | 380,000 tested, 1.1% active | Potency, µM (top dose mostly 46.1 µM), without a hit: at the top dose activation, most hits filed as activators | MCF7-BRCA1-FFLuc reporter, luminescence, 48 h; response scale: scaled: vehicle 0%, 10 µM genistein 100%; note: potency is the fitted concentration of half-maximal effect; nearly all actives have a fitted effect of over 80% in size; some results filed as inactive show a strong effect at the top dose
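48 h compound treatment of MCF7-BRCA1-FFLuc cells (phenol-red free MEM, 37 °C), then 15 min with luciferase substrate and luminescence imaging.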
* hit, by the source's call; ? = inconclusive; . = no result given; [ ] = another dose, or the depositor's remark. Unless noted, calls come from the whole dose curve; as a rule, active = well fitted curve in the direction sought with a large enough effect; inconclusive = small, poorly fitted or top-dose-only effect, or another doubt; inactive = no such curve, though single readings can be large; an effect the other way counts as inactive or inconclusive.

Every second line gives: a7 integrin act, p53 reactivation, B2AR arrestin, BRCA1 expr up, TCR activator, PTAP TSG101 blk, A-T KAP1 phos, TRPV1 ag, ELG1 repair inh, CXXC DNA block
O=C(Nc1cccc(-c2csc(Nc3ccc(Cl)cc3)n2)c1)c1cccc(C(F)(F)F)c1
→ -48%, 4%, 0.5%, -65%, 0%, -1%, -10%, 2, 9.2µM*, 10%
COc1ccc(CN(C)C(=O)Cc2ccc(S(=O)(=O)N3CCOCC3)s2)cc1OC
→ ?, -1%, -1.1%, 10%, 2%, 1%, 1%, 0, -4%, .
O=C1CCCCC1(O)Cc1ccc2c(c1)OCO2 (centres undefined)
→ -23%, ., ., -35%, 0%, -5%, ., ., ., .
CN(C)S(=O)(=O)c1ccc(C(=O)Nc2cc3c(cc2C(=O)O)OCCCO3)cc1
→ 28%, 8%, -0.3%, 39%, -1%, 0%, 3%, 3, 4%, 7%
COc1ccc(NC(=O)c2nc3nccc(C)n3n2)cn1
→ 7%, ?, 0.2%, 96%, 0%, -7%, -3%, 4, ?, -19%
Cc1cc(C)nc(NS(=O)(=O)c2ccc(NC(=O)c3snnc3C)cc2)n1
→ 3%, 8%, 0.2%, 20%, 1%, -6%, 4%, 0, ?, 17%
COc1ccccc1-c1cc(C(=O)N2CCc3ccccc3C2)c2ccccc2n1
→ ., -10%, 0.0%, ., ., ., 1%, 22, 13µM*, 6%
O=C(Oc1ccc2ccc(=O)oc2c1)c1ccc([N+](=O)[O-])cc1
→ 12%, ., -0.1%, 0%, -6%, -2%, 10%, -3, 13%, -3%
Cc1ccc(S(=O)(=O)NCCC(=O)NCc2cccnc2)cc1
→ -17%, 4%, -0.8%, -13%, 5%, -8%, 3%, 1, 8%, 12%
Cc1[nH]nc2c1C(C(C)C)C(C#N)=C(N)O2 (centres undefined)
→ -20%, 6%, 0.2%, -26%, -3%, 0%, 10%, -2, ?, -3%
O=C(NCCCCc1ccccc1)c1ccccc1Cl
→ 6%, 7%, -0.1%, 56%, 3%, -1%, 6%, 22, ?, 3%
Cc1ccc2nc(-c3ccncc3)cc(C(=O)Nc3ccc(F)cc3C)c2c1
→ ?, 9%, -0.1%, -17%, -5%, -3%, 3%, 5, -21%, 23%
CCOc1ccc(CNC(=O)c2ccco2)cc1
→ 16%, -2%, -0.1%, 36%, -11%, -5%, 3%, 16, ?, 2%
Cc1ccccc1NC(=S)NCCc1c[nH]c2ccccc12
→ -2%, 9%, -0.2%, -1%, -1%[46.1 µM], 4%, -3%, 15, -20%, 1%
CC(C)n1nnnc1SCC(=O)N(C)C1CCS(=O)(=O)C1 (centres undefined)
→ -20%, 8%, 0.3%, -1%, 2%[46.1 µM], -7%, 6%, ., 13%, .
Cc1nc2[nH]c(=S)n(C)c(=O)c2nc1C
→ 17%, -2%, -1.0%, 2%, -3%[46.1 µM], -3%, 2%, 3, 10%, 3%
O=C(COC(=O)c1ccc(S(=O)(=O)N2CCc3ccccc3C2)cc1)NC1CCS(=O)(=O)C1 (centres undefined)
→ 11%, -1%, -0.1%, 1%, 4%, 1%, 1%, -9, -5%, -8%
O=S(=O)(c1ccccc1Oc1ccc(Cl)cc1Cl)N1CCCCC1
→ 8%, 6%, 0.3%, -17%, 5%, -1%, -3%, 14, 10%, 6%
Cc1cc(C)cc(NC(=O)[C@@H](NC(=O)c2ccco2)C(C)C)c1
→ -12%, 6%, -0.9%, 0%, 2%, 0%, -1%, 2, -6%, 4%
COc1ccc(CCNC(=O)/C(=C/c2cccnc2)NC(=O)c2ccccc2)cc1
→ 13%, 3%, -0.8%, -12%, 0%, -2%, 9%, -1, -1%, 9%
CCOc1ccc(S(=O)(=O)Nc2ccc(C(=O)NCCCN3CCCC3=O)cc2)cc1
→ 17%, -2%, -0.9%, -20%, 7%, -5%, 8%, -1, 1%, .
CCN(C(=O)COC(=O)Cc1cccc2ccccc12)C1CCS(=O)(=O)C1 (centres undefined)
→ -23%, 0%, -0.3%, 7%, 5%, -1%, 1%, 1, 7%, .
CC(O)CN(Cc1ccc(Cl)cc1)CC(C)O (centres undefined)
→ 1%, -4%, 0.4%, 30%, ., -15%, 0%, 6, 1%, -2%
CC1(C)CN(c2ccccc2)N(C(=O)c2ccc(C#N)cc2)C1=O
→ 6%, -4%, -0.3%, -29%, 14%, -2%, 2%, ., 5%, 18%
CCN(CC)CCNc1ccc(C)c2sc3ccc(O)cc3c(=O)c12
→ -51%[inhibitor], ., ., -88%, 1%, -2%, ., ., ., .
Cc1ccc(SC[C@H](Cc2ccccc2)N2CC[C@@H](C)CCC2=O)cc1
→ -1%, ., 0.0%, -27%, 3%, -4%, 10%, ?, -11%, -2%
O=C(NCc1ccc(N2CCCC2=O)cc1)c1cn(CCc2ccccc2)nn1
→ -4%, -5%, 0.1%, -1%, 0%, -2%, -1%, 3, -2%, 4%
Cc1cccc(NC(=O)c2c([N+](=O)[O-])cnn2C)c1
→ 10%, ., 0.5%, 0%, ., -4%, -1%, -1, 11%, -6%
COc1ccc(NC(=O)C2CC(=O)N(CCc3ccc(F)cc3)C2)c(OC)c1 (centres undefined)
→ 7%, -3%, -0.4%, -31%, -2%, 0%, 5%, 3, -2%, -7%
COc1ccc(-c2nnc3ccc(SCC(=O)NCC4CCCO4)nn23)cc1 (centres undefined)
→ 24%, -4%, -0.1%, 2%, -4%, 0%, -3%, 2, -15%, 8%
O=c1c2cc(Cl)ccc2[nH]c(=S)n1Cc1ccco1
→ -17%[7.66 µM], 6%, -0.4%, -22%, ., -8%, 3%, 27, 14%, 8%
Cn1nnc(NCc2cc(Br)ccc2OCc2ccccc2F)n1
→ 17%, 0%, -0.2%, -33%, -1%, -5%, -1%, ?, ?, 0%
O=C(O)c1nn2c(c1Br)NC(c1ccccc1)CC2C(F)(F)F (centres undefined)
→ -22%, -5%, -0.6%, -5%, 8%, -1%, 1%, -1, 0%, 6%
CCOc1ccc(-n2c(=O)c3sccc3n(CC(=O)NCCc3ccc(OC)c(OC)c3)c2=O)cc1
→ -39%, -1%, 0.3%, -11%, -2%, 0%, 2%, 1, -1%, 7%
CCCCn1c(N)c(N(CC(C)C)C(=O)CSCc2ccc(Cl)c(Cl)c2)c(=O)[nH]c1=O
→ 44%, -2%, 0.2%, -40%, -4%, -2%, -2%, 4, -6%, .
COc1ccc(Oc2coc3cc(OC(=O)N4CCOCC4)ccc3c2=O)cc1
→ -7%, -1%, -0.2%, -8%, ., -6%, 9%, 0, ?, 3%
COc1ccc(OC)c(CC(=O)N2CCc3cc(OC)c(OC)cc3C2)c1
→ 12%, -4%, 0.0%, -21%, 1%, -1%, 4%, 1, -8%, -5%
CC(C)CC1CCCC12NC(=O)NC2=O (centres undefined)
→ 21%, ., ., -10%, -52%, 1%, ., ., ., .
CCc1ccccc1OCC(=O)Nc1ccc(F)c(S(=O)(=O)N2CCOCC2)c1
→ -18%, -4%, -0.3%, -16%, 7%, -5%, 0%, 24, -24%, .
Cc1cccc(NS(=O)(=O)c2cc([N+](=O)[O-])ccc2C)n1
→ 17%, 8%, 0.0%, 0%, 9%, -1%, 6%, 3, 10%, 8%

Arranged by molecular weight (rising): part of the list above
Every second line gives: a7 integrin act, p53 reactivation, B2AR arrestin, BRCA1 expr up, TCR activator, PTAP TSG101 blk, A-T KAP1 phos, TRPV1 ag, ELG1 repair inh, CXXC DNA block
Cc1ccc(SC[C@H](Cc2ccccc2)N2CC[C@@H](C)CCC2=O)cc1
→ -1%, ., 0.0%, -27%, 3%, -4%, 10%, ?, -11%, -2%
COc1ccc(OC)c(CC(=O)N2CCc3cc(OC)c(OC)cc3C2)c1
→ 12%, -4%, 0.0%, -21%, 1%, -1%, 4%, 1, -8%, -5%
O=C(NCc1ccc(N2CCCC2=O)cc1)c1cn(CCc2ccccc2)nn1
→ -4%, -5%, 0.1%, -1%, 0%, -2%, -1%, 3, -2%, 4%
O=C(O)c1nn2c(c1Br)NC(c1ccccc1)CC2C(F)(F)F (centres undefined)
→ -22%, -5%, -0.6%, -5%, 8%, -1%, 1%, -1, 0%, 6%
COc1ccc(CCNC(=O)/C(=C/c2cccnc2)NC(=O)c2ccccc2)cc1
→ 13%, 3%, -0.8%, -12%, 0%, -2%, 9%, -1, -1%, 9%
